NTR1 agonist: agonists of NTR1, primary screen, imaging, U2OS cells, beta-arrestin-GFP, high content (AID 493036); Neurotensin receptor type 1 (Homo sapiens), P30989; NTR1-U2OS beta-arrestin-GFP spot imaging, agonist mode; activation, % at 20 µM; hit rate 0.17% among 330,000;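 active = activation at or above 40% of the spot to cytoplasm intensity ratio, with at least 20 cells analyzed; inconclusive = wells under 20 cells, flagged as cytotoxic or low count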;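 also: 0% = DMSO without peptide and 100% = 100 nM NTR1 peptide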
Target sequence (P30989 whole entry, looked up): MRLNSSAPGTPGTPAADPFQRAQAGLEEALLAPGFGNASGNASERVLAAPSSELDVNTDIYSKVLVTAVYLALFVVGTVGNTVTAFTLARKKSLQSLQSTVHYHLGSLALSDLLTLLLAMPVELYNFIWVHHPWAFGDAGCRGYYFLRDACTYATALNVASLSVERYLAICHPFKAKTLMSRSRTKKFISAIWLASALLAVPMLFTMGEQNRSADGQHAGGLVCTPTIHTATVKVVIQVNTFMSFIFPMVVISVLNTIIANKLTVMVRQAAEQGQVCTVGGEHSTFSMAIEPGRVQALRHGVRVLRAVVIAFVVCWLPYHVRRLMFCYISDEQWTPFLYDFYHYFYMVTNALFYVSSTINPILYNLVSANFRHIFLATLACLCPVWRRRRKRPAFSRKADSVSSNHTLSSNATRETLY
NS5 inhibitors: Dengue-2 NS5 methyltransferase inhibitors, primary screen, biochemical, confirmation dose response (AID 588689); Dengue-2 NS5 methyltransferase capping enzyme assay, biochemical; higher % means a stronger effect; inhibition, % at 25 µM, or IC50 in µM where a hit was titrated; hit rate 0.3% among 340,000; in the data active = a potency from the dose series; inconclusive = inhibition above about 29% without an active follow-up result
T cell modulator: modulators of CD8 T cell-vesicle binding, primary screen, mouse 2C CD8+ T cells, flow cytometry. 2C CD8+ T cell-vesicle binding; stronger effect = lower value. calls only at 7 µM. hit rate 0.068% among 330,000;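 active = response, share of CD8 T cells binding vesicles, and their 90th percentile fluorescence all below set limits, cut at about 80% in these data, passing the limit was not always enough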
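incubation = binding step 1.5 h, 37 °C, antibody labelling 20 min, ice | test system = 2C mouse CD8+ T cells | read-out basis = percent CD8+ FL2 mean versus row control | controls = Peptide-free naked vesicles (low) and QL9 vesicles with 0.7% DMSO vehicle (high) | detection = flow cytometry of vesicle-bound cells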
SV40 large T antigen: SV40 large T antigen inhibitors, biochemical (AID 1903); SV40 large T antigen ATPase/helicase inhibition assay; higher % means a stronger effect; inhibition, % at 20 µM, or IC50 in µM where a hit was titrated; hit rate 0.39% among 310,000; in the data active = a potency from the dose series; inconclusive = inhibition mostly from about 32% at the one dose, without a potency; inactive = the rest, 99 in 100 with inhibition below about 32%; also: strong numbers were not always called active
RSV antiviral HEp-2: RSV antiviral activity via CPE protection, HEp-2 cells, primary 10 µM value included (AID 2391); HEp-2 cells, RSV-induced CPE inhibition; higher % means a stronger effect; one-dose CPE inhibition, % at 10 µM; IC50 in µM for titrated hits; hit rate 0.13% among 310,000; in the data active = a potency from the dose series; inconclusive = CPE inhibition mostly from about 23% at the one dose, without a potency; inactive = the rest, 99 in 100 with CPE inhibition below about 21%; also: strong numbers were not always called active
UTI89 phage lysis: inhibition of K1F phage lysis, E. coli UTI89, bacterial capsule biogenesis inhibitors, alamar blue (AID 488966); E. coli UTI89 K1F phage lysis, alamar blue, 2 h; higher % means a stronger effect; inhibition, % at 100 µM; hits with a dose series show IC50 in µM; hit rate 0.02% among 340,000;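 active = phage lysis inhibition, versus mean bacterial control, above a set limit; inconclusive = no clear call, values can overlap the other calls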;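 also: capsule biogenesis inhibitors block K1F phage lysis so surviving cells raise fluorescence; higher fluorescence means more inhibition of phage lysis; actives were called in the ten point dose series up to 300 µM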
MgcRacGAP inhibition: MgcRacGAP GTPase-activating activity inhibitors, confirmation, biochemical, ADP Hunter fluorescence; MgcRacGAP-stimulated Rac1 GTP hydrolysis, ADP Hunter fluorescence; higher % means a stronger effect; GST-tagged Rac1 F28L mutant substrate; Rac GTPase-activating protein 1 (Homo sapiens); inhibition, % at 30 µM; hits with a dose series show IC50 in µM; hit rate 0.6% among 340,000;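 active = first-screen hits whose inhibition reached a set limit at any dose in the follow-up dose series; inconclusive = inhibition above the set first-screen limit but never retested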;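 also: fluorescence reports GDP produced by GAP-driven GTP hydrolysis; strong numbers were not always called active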
West Nile virus CPE: West Nile virus antiviral activity, cell-based, CPE readout (AID 1621); West Nile virus-infected cells, CPE inhibition; higher % means a stronger effect; CPE inhibition, % at 10 µM, or IC50 in µM where a hit was titrated; hit rate 0.02% among 290,000; in the data active = a potency from the dose series; inconclusive = CPE inhibition mostly from about 3.7% at the one dose, without a potency; inactive = the rest, 99 in 100 with CPE inhibition below about 2.2%; also: strong numbers were not always called active
Salmonella PhoP GFP: inhibitors of PhoP regulon expression, primary screen, Salmonella Typhimurium, GFP reporter (AID 1863). S. Typhimurium PhoP-regulated promoter GFP reporter, 4 h; higher % means a stronger effect. one-dose inhibition, % at 50 µM; IC50 in µM for titrated hits. hit rate 0.16% among 300,000;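 active = inhibition over 29.93%, a cutoff 3 SD above the screen mean, later confirmed by dose response; inconclusive = inhibition over 29.93% but no dose response follow-up; inactive = inhibition at most 29.93% or unconfirmed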;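 also: 0% = low Mg2+ inducing control and 100% = high Mg2+ repressing control; strong numbers were not always called active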
T cell modulator vesicle-bound %: recorded beside T cell modulator, whose call it bears; double positive events, %; measured here: CD8+ vesicle-bound cell fraction;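 binding gate set so that unloaded-vesicle control wells show 10% double positive cells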
NTR1 agonist cell count 20 µM: further read-out of NTR1 agonist, marked with its call; cell count; measured here: cell count, cytotoxicity flag
NS5 inhibitors pilot replicate: recorded beside NS5 inhibitors, whose call it bears; inhibition, %; measured here: pilot screen replicate inhibition
Active calls of the source: *; i = inactive; ? = inconclusive; . = no result given; & = joins results of further samples; [ ] = dose if it differs, or a comment.

SMILES	NTR1 agonist	NTR1 agonist cell count 20 µM	NS5 inhibitors	T cell modulator	T cell modulator vesicle-bound %	SV40 large T antigen	RSV antiviral HEp-2	UTI89 phage lysis	MgcRacGAP inhibition	West Nile virus CPE	Salmonella PhoP GFP	others
COc1cc2c(cc1O)[C@@H]1Cc3cc(OC)c(OC)cc3C(C2)N1C	1.9	51	-11%	i	26	13%	3.7%	1.2%	11%	0.2%	5%
O=C(/C=C/c1ccco1)NC(=S)Nc1cccc([N+](=O)[O-])c1	2.2	66	-2%	i	50	20%	0.6%	-1.9%	1%	-0.9%	-10%
COc1ccc(OC)c(CCNC(=O)Cn2cccc2C(=O)c2ccccc2C)c1	0.9	36	-12%	i	15	15%	3.6%	0.1%	4%	-1.0%	-3%
COCC1CCN(C(=O)C2CCC(=O)N(Cc3cccc(C(F)(F)F)c3)C2)CC1 (centres undefined)	0.2	66	-5%	.	.	.	.	4.2%	6%	0.2%	.
O=S(=O)(Oc1ccc(Cl)cc1)c1cccc2cccnc12	1.6	53	.	i	15	13%	.	.	.	-0.4%	-2%
c1ccc(-n2nnc(-c3nccs3)n2)cc1	-1.5	89	-9%	i	39	10%	1.0%	2.6%	4%	0.0%	.
Cc1n[nH]c(C)c1S(=O)(=O)N1CCCC(C(=O)NCC2COc3ccccc3O2)C1 (centres undefined)	-2.5	45	-3%	i	41	1%	0.2%	0.0%	12%	-0.3%	-3%
CCO[C@H]1OC(C(=O)NCc2ccccc2)=C[C@@H](c2ccc(C(F)(F)F)cc2)[C@@H]1CCCO	0.1	100	-2%	i	19	16%	16%	0.6%	10%	-0.6%	-1%
COc1ccc2oc(C(=O)Nc3nc4ccc(S(C)(=O)=O)cc4s3)c(C)c2c1	2.2	57	0%	i	26	4%	-2.4%	0.9%[50 µM]	1%	.	-5%
CCCc1cc(=O)oc2c(C)c3occ(C)c3cc12	6.1	74	-7%	i	36	10%	14%	1.6%[50 µM]	4%	-1.1%	3%
O=C(N1CCCCC1)N1CCN(C(=O)N(c2ccccc2)c2ccccc2)CC1	0.3	47	-3%	i	16	2%	-0.2%	4.6%	4%	-1.1%	-3%
O=C(Cc1cccc(C(F)(F)F)c1)NCc1ccc(Cl)cc1	4.4	61	3%	i	71	13%	3.4%	1.1%	3%	-0.7%	-1%

Filtered by structure, those above with a Cl atom.
SMILES	NTR1 agonist	NTR1 agonist cell count 20 µM	NS5 inhibitors	T cell modulator	T cell modulator vesicle-bound %	SV40 large T antigen	RSV antiviral HEp-2	UTI89 phage lysis	MgcRacGAP inhibition	West Nile virus CPE	Salmonella PhoP GFP	others
O=S(=O)(Oc1ccc(Cl)cc1)c1cccc2cccnc12	1.6	53	.	i	15	13%	.	.	.	-0.4%	-2%
O=C(Cc1cccc(C(F)(F)F)c1)NCc1ccc(Cl)cc1	4.4	61	3%	i	71	13%	3.4%	1.1%	3%	-0.7%	-1%

Additional entries:
SMILES	NTR1 agonist	NTR1 agonist cell count 20 µM	NS5 inhibitors	T cell modulator	T cell modulator vesicle-bound %	SV40 large T antigen	RSV antiviral HEp-2	UTI89 phage lysis	MgcRacGAP inhibition	West Nile virus CPE	Salmonella PhoP GFP	others
CCCCC1C(=O)N(c2ccccc2)N(c2ccc(O)cc2)C1=O (centres undefined)	4.9	44	-3%	i	31	74%	-1.4%	-1.2%	?	.	5%
CCOC(=O)Nc1nn(-c2ccc(C)cc2)c(=O)c(C#N)c1C	-0.4	49	-6%	i	53	1%	2.4%	0.4%	2%	0.9%	-14%
O=C(c1ccco1)N1CCN(Cc2ccc(Cl)cc2)CC1	-0.3	52	14%	i	40	3%	3.1%	-0.4%	?	0.2%	-4%
COc1cccc(OCCCN2CCN(S(=O)(=O)c3ccc(NC(C)=O)cc3)CC2)c1	0.5	65	-2%	i	8	11%	3.7%	-0.2%	5%	-1.3%	1%
Cc1ccn2c(=O)nc(SCC(=O)Nc3ccc4c(c3)OCO4)nc2c1	-0.6	62	1%	i	28	25%	-0.2%	2.4%[50 µM]	4%	.	1%
N#Cc1ccccc1S(=O)(=O)N1CCN(C(=O)C2CCCCC2)CC1	2.7	58	-10%	i	42	.	.	0.7%[50 µM]	-1%	.	.
CSc1ccc(S(=O)(=O)N2CCC(C(=O)NCc3ccccn3)CC2)cc1	-0.6	44	-7%	i	21	6%	2.5%	-0.2%	1%	0.3%	2%
Cc1c(NC(=O)c2ccccc2NC(=O)c2ccccc2)cccc1C(=O)O	-0.6	58	-3%	i	50	11%	0.2%	-0.4%	-10%	-0.1%	-5%
CCCCn1c(N)c(N(CCC(C)C)C(=O)c2[nH]c(C)c(C(=O)OCC)c2C)c(=O)[nH]c1=O	1.5	81	0%	i	44	6%	-0.5%	0.4%[50 µM]	-4%	.	3%
CS(=O)(=O)Nc1ccc(C(=O)N2CCc3ccccc3C2)cc1	-0.5	43	-8%	i	23	1%	1.1%	-0.4%	4%	0.3%	-6%
COc1cc2c(cc1OC)CN(C(C)C(=O)N1CCc3ccccc31)CC2 (centres undefined)	0.5	39	-3%	i	44	5%	2.5%	-0.9%	5%	-0.2%	3%
COc1ccc2c(c1)c1nc3ccccc3nc1n2CC(=O)OC(C)C	0.7	89	?	i	44	4%	6.0%	0.0%	5%	?	-3%
Cc1cc(Br)ccc1OCCCCN1CCC(C)CC1	0.4	62	7%	i	32	12%	-0.6%	5.4%	9%	-1.6%	2%
COc1ccc(NC(=O)Cc2nnc(N)s2)cc1	-0.2	47	-7%	i	30	11%	0.3%	0.4%	4%	-0.2%	3%
Cc1cccc(NS(=O)(=O)c2c(C(=O)N3CCOCC3)c(C)n(C)c2C)c1C	0.4	63	-4%	i	11	5%	1.7%	1.0%	2%	1.0%	2%
C[C@@H]1COC(=O)[C@@H](CC(=O)OC(C)(C)C)C/C=C\C[C@@H](CC(=O)N(CCO)Cc2ccccc2)C(=O)N1	-1.4	52	-2%	i	9	.	.	0.2%	3%	.	.	NS5 inhibitors pilot replicate=2.4
CC1CC(C)CN(C(=O)Cn2c(-c3nonc3N)nc3ccccc32)C1 (centres undefined)	-0.7	77	-1%	i	28	7%	1.6%	-7.4%	-8%	-0.1%	5%
CCNC(=O)NC(=O)C(C)OC(=O)c1ccc(-n2nc(SC)sc2=S)cc1 (centres undefined)	-0.2	94	3%	i	46	-3%	1.7%	-0.1%	1%	1.4%	-3%
COC(=O)C1=C(C)N(c2ccc(C)c(C)c2)/C(=C/c2cccs2)C1=O	4.7	67	2%	i	8	1%	5.2%	6.0%	2%	1.4%	-12%
CCOC(=O)c1c(CN2CCCCC2)oc2ccc(OC)cc12	0.8&3.3	77&75	4%&-8%	i	34&48	8%&15%	-1.8%&-0.5%	0.2%&-0.2%	12%&10%	0.2%&0.1%	-4%&-5%	NS5 inhibitors pilot replicate=-3.3
CC(OC(=O)c1cnc(Cl)c(Cl)c1)C(=O)NCc1ccccc1 (centres undefined)	1.9	72	-7%	i	9	.	1.2%	0.7%[50 µM]	6%	.	.
CCCCC(=O)NC(c1ccccc1Cl)c1ccc2cccnc2c1O (centres undefined)	-0.2	76	3%	i	66	6%	1.6%	1.0%	20%	3.3%	8%
CCc1cccc(C)c1NC(=O)COC(=O)c1c2c(nc3ccccc13)/C(=C\c1cccs1)CCC2	3.7	64	-2%	i	41	4%	8.5%	1.0%[50 µM]	6%	-1.9%	-6%
COc1ccccc1C1c2c(C)nn(-c3ccccc3)c2NC(=O)C1NC(=O)c1ccccc1 (centres undefined)	1.4	45	-3%	i	43	5%	1.5%	10%	8%	-0.6%	12%
O=C(Nc1ccc(S(=O)(=O)Nc2cnc3ccccc3n2)cc1)c1ccc(Cl)c([N+](=O)[O-])c1	1.1	152	.	i	56	10%	0.4%	3.2%	6%	-0.6%	-2%
COc1ccc(S(=O)(=O)N2CCN(C)CC2)cc1C(=O)N1CCCCC1	-0.3	62	5%	i	15	20%	-0.2%	-0.3%[50 µM]	4%	-0.3%	-4%
NS(=O)(=O)c1ccc(CCNC(=O)CNC(=O)c2ccc(F)cc2)cc1	-0.6	55	-3%	i	23	9%	1.4%	0.1%	-3%	1.3%	1%
CN(CC(=O)Nc1ccccc1Cl)CC(=O)Nc1sc2c(c1C(N)=O)CCC2	3.0	71	6%	i	46	26%	15%	0.5%[50 µM]	9%	.	5%
COc1ccc(NC(=O)CN(C)CCOc2ccc(Cl)cc2)cc1OC	-1.8	89	-1%	i	42	13%	4.6%	0.1%	28%	-1.5%	4%
COc1ccc(OC)c(NS(=O)(=O)c2ccc(Cl)nc2)c1	-1.9	57	-2%	i	54	21%	0.8%	0.0%[50 µM]	4%	0.4%	13%
Cc1c(C(=O)N(CCc2ccccc2)Cc2ccccc2)cccc1[N+](=O)[O-]	1.8	57	-12%	i	10	12%	51%	0.2%	-1%	0.5%	-1%
Cn1c(SCC#N)nnc1-c1cnccn1	3.9	66	-16%	i	52	13%	1.7%	0.0%	8%	-0.1%	2%
COc1ccc(CNC(=O)CSc2nnc3c(n2)[nH]c2ccc(F)cc23)cc1	0.9	50	-1%	i	27	12%	1.6%	0.3%	4%	-0.1%	-5%
CC(C)c1ccc(CN(C(=O)c2ccco2)C2CCS(=O)(=O)C2)cc1 (centres undefined)	2.6	50	-7%	i	19	3%	-0.2%	-1.4%	9%	-1.2%	4%
COc1cc(N/C(=N/S(=O)(=O)c2ccccc2)c2ccccc2)ncn1	-0.7	88	-6%	i	29	4%	0.1%	0.2%	14%	0.9%	-2%
Oc1ccccc1-c1nc(NCC2CCCO2)c2ccccc2n1 (centres undefined)	-1.4	99	-4%	i	32	8%	15%	3.8%	3%	1.5%	3%
COc1cc(NC(=O)Cn2nnc(-c3ccccc3N)n2)cc(OC)c1	4.0	35	-3%	i	35	8%	1.5%	-0.2%	4%	-0.7%	12%
COC(=O)c1ccc(NC(=O)C2CC(=O)N(c3cc(C)ccc3C)C2)cc1 (centres undefined)	-1.3	38	-4%	i	10	8%	6.0%	-0.3%	9%	1.0%	-2%
